Screening results deposited in PubChem BioAssay by several laboratories.
SIAE inh: inhibitors of human sialic acid acetylesterase SIAE | Q9HAT2 | SIAE FP-Rh probe binding, fluorescence polarization | inhibition, % at 9.66 µM | 370,000 tested, 0.69% active | AID 1053197;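 active = inhibition above a cutoff: mean of compounds within the control limits plus 3 SD of those, cut at about 17% in these data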;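 note: 0% = plate median of compound wells and 100% = probe without SIAE protein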
MBD2 inh: blocks human MBD2 binding to methylated DNA; inhibition, % at 4.4 µM; 370,000 tested, 0.31% active; Q9UBB5; TR-FRET, MBD2 binding to methylated oligonucleotide; AID 686964; in the data active = inhibition above about 13%
Target sequence (Q9UBB5 whole entry, looked up): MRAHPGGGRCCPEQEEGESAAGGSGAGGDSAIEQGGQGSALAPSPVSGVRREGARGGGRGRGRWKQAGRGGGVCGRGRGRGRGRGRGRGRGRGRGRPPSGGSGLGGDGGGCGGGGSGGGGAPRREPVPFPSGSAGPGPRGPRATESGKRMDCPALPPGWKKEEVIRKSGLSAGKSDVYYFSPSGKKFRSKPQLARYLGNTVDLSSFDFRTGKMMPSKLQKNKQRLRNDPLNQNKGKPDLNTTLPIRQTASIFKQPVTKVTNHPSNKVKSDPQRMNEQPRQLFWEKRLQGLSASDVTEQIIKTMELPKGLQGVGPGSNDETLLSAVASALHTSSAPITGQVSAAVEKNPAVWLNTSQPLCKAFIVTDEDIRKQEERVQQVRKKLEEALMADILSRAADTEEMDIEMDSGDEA
NPR1 activator: GC-A (human) enzyme activation | P16066 | 370,000 tested, 0.14% active | HEK293 GC-A cells, cGMP TR-FRET, EC30 ANP; 0% at EC30 ANP, 100% saturating ANP | AID 1671463 | activation, % at 10 µM; in the data active = activation above about 40%
HTRA1 inh: HTRA1 (human) protease inhibition; Q92743; recombinant HTRA1, FP-rhodamine activity-based probe, fluorescence polarization; inhibition, % at 5.96 µM; 340,000 tested, 0.5% active; AID 504803; in the data active = inhibition above about 36%;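 note: 0% = enzyme with DMSO and 100% = wells lacking enzyme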
Target sequence (Q92743 whole entry, looked up): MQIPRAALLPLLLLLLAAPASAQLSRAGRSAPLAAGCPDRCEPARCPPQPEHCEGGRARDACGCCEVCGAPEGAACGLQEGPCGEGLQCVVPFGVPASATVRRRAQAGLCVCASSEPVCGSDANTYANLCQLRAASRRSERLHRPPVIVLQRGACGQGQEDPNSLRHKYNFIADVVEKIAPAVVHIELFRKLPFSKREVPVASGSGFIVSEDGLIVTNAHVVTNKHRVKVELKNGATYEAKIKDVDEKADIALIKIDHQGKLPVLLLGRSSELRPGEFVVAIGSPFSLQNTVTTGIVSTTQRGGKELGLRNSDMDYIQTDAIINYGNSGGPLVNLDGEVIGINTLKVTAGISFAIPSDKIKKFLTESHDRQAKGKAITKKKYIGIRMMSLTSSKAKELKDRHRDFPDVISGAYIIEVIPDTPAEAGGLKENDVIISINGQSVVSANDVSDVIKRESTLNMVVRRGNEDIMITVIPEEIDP
UHRF1 MBD2 ctr: human UHRF1 methylated DNA binding inhibitors; inhibition, % at 4.4 µM; 370,000 tested, 0.75% active; UHRF1 binding to methylated oligo, TR-FRET; AID 687016; Q96T88; in the data active = inhibition above about 21%;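 note: UHRF1 SRA domain binding a hemimethylated CpG hairpin DNA probe; 0% = median of test compound wells and 100% = reference inhibitor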
ABHD4 inh: ABHD4 (mouse) inhibition, primary FP screen. Q8VD66. purified mABHD4, FP-Rh probe fluorescence polarization. inhibition, % at 8.92 µM. 370,000 tested, 0.54% active;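 active = inhibition exceeding the mean over every tested compound plus 3 SD, cut at about 30% in these data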;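 note: 0% = plate median of compound wells and 100% = S159A mutant with DMSO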
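system = mouse ABHD4 enzyme, wild type | medium = HEPES pH 7.0, NaCl, Pluronic buffer | also added = FP-Rh probe | incubation = Enzyme–compound pre-incubation 45 min, then probe 60 min, both 25 °C | technique = fluorescence polarization, excitation 525 nm, emission 598 nm, BODIPY TMR filters | controls = S159A mutant high control, sample median low control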
NPR2 activator: GC-B (human) receptor activation; P20594; activation, % at 10 µM; HEK293-GC-B cells, CNP EC30, cGMP TR-FRET; 0% at EC30 CNP, 100% saturating CNP; AID 1920062; 370,000 tested, 0.11% active;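 active = activation at 10 µM reaching about 35% in either raw or pattern-adjusted values, limit read from the data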
rCAG binder: r(CAG) repeat RNA binding; TO-PRO-1 dye displacement fluorescence; inhibition, % at 3 µM; 370,000 tested, 1.3% active;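 active = inhibition above the plate cutoff, the mean of all test compounds on that plate plus 3 SD, cut at about 35% in these data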;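 note: 0% = DMSO alone and 100% = 100 µM mitoxantrone as full dye displacement; higher means more dye released from RNA so lower well fluorescence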
PRMT1 FP inh: blocks human protein arginine methyltransferase 1; Q99873; inhibition, % at 2.79 µM; recombinant PRMT1, activity-based probe fluorescence polarization; 370,000 tested, 1.3% active;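 active = inhibition above about 21% made by adding two undisclosed values, limit read from the data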
TCR-CD3 inh: human TCR-CD3 binding inhibition; 360,000 tested, 0.37% active; TAMRA-labeled TCR probe fluorescence, biochemical; inhibition, % at 9.4 µM; AID 651800; in the data active = inhibition above about 19%;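 note: recombinant mutant TCR 2C K166C tagged with TAMRA read by polarization; 0% = receptor in buffer alone and 100% = receptor with positive control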
* hit, by the source's call; . = no result given.

SMILES	SIAE inh	MBD2 inh	NPR1 activator	HTRA1 inh	UHRF1 MBD2 ctr	ABHD4 inh	NPR2 activator	rCAG binder	PRMT1 FP inh	TCR-CD3 inh
COC(=O)[C@H](Cc1ccccc1)N(Cc1ccccc1)S(=O)(=O)N(Cc1ccccc1)[C@@H](Cc1ccccc1)C(=O)OC	1	4	0	-9	1	2	-5	7	1	-3
Cc1cc(C)c2c(CC(=O)NCc3ccco3)coc2c1	-1	-5	-2	5	-2	-3	7	-1	-2	9
CCN(C(=O)c1cc2cccc(OC)c2oc1=O)C1CCCCC1	0	6	2	-2	-1	2	-9	0	-1	7
COc1cccc(CN2CCN(C3CSCCSC3)CC2CCO)c1 (stereo unspecified)	-2	-2	1	0	0	-1	3	-5	-2	3
O=C(NCC(c1ccco1)N1CCN(c2ccccc2F)CC1)C(=O)NC1CCCCC1 (stereo unspecified)	-4	4	-2	4	7	-6	1	2	0	-16
Cc1c(NC(=O)c2cc3c(s2)-c2ccccc2OC3)cccc1[N+](=O)[O-]	-63	12	39	-68	-4	-67	59*	13	-1	0
COc1ccc(N2C(=O)CC(Cc3ccccc3)C2=O)cc1 (stereo unspecified)	-6	-2	7	-1	1	-2	7	-3	0	2
C[N+]1(C)CCC(=C2c3ccccc3CC(=O)c3sccc32)CC1	-3	1	5	6	0	9	2	-1	0	-7
Cc1cc(=O)oc2cc(OCC(=O)NCc3ccccn3)ccc12	0	2	.	-5	13	0	.	1	2	2
CCN(C(=O)COC(=O)Cc1coc2cc(C)ccc12)c1c(N)n(Cc2ccccc2)c(=O)[nH]c1=O	-2	2	0	-1	0	-3	5	6	1	0

Shown with values under each structure: part of the list above
Every second line gives: SIAE inh | MBD2 inh | NPR1 activator | HTRA1 inh | UHRF1 MBD2 ctr | ABHD4 inh | NPR2 activator | rCAG binder | PRMT1 FP inh | TCR-CD3 inh
> COc1cccc(CN2CCN(C3CSCCSC3)CC2CCO)c1 (stereo unspecified)
→ -2 | -2 | 1 | 0 | 0 | -1 | 3 | -5 | -2 | 3
> C[N+]1(C)CCC(=C2c3ccccc3CC(=O)c3sccc32)CC1
→ -3 | 1 | 5 | 6 | 0 | 9 | 2 | -1 | 0 | -7
> O=C(NCC(c1ccco1)N1CCN(c2ccccc2F)CC1)C(=O)NC1CCCCC1 (stereo unspecified)
→ -4 | 4 | -2 | 4 | 7 | -6 | 1 | 2 | 0 | -16

Next compounds follow:
SMILES	SIAE inh	MBD2 inh	NPR1 activator	HTRA1 inh	UHRF1 MBD2 ctr	ABHD4 inh	NPR2 activator	rCAG binder	PRMT1 FP inh	TCR-CD3 inh
O=C(Nc1ccccn1)c1nc(-c2ccccc2)n(-c2ccccc2)n1	2	-3	-8	3	11	-2	-1	-4	1	1
CCc1nc2ccc(C(=O)N(CC)CC(=O)Nc3c(F)cccc3F)cc2nc1CC	0	-4	-1	4	1	10	0	4	-8	7
Cc1cc2c(cc1C)CSC(c1ccc(O)cc1)SC2	-9	1	0	-17	0	-13	4	7	1	-6
COC(=O)c1ccc2c(=O)n(CCN3CCOCC3)c(SCC(=O)Nc3cccc(OC)c3)nc2c1	-6	-1	7	-1	3	-3	8	2	13	9
C/C(=N\NC(=O)CCC(=O)Nc1ccc(C)c(C)c1)c1cccs1	-1	0	-2	0	0	-3	-3	0	-1	4
Cc1c(OC(C)C(=O)NCc2cccnc2)ccc2c3c(c(=O)oc12)CCCC3 (stereo unspecified)	2	0	2	3	0	1	5	-6	2	-4
CC(C)(C)c1ccc(C(=O)Nc2cccc3ncccc23)cc1	6	0	5	-3	-1	-4	3	-6	10	-4
COc1ccc(OC)c(CN2CCN(C(=O)c3cc(S(=O)(=O)Nc4ccccc4OC)ccc3C)CC2)c1	-6	-2	-2	-7	1	0	0	-2	-7	6
CC(Oc1ccc(Cl)cc1)C(=O)N/N=C/c1ccsc1 (stereo unspecified)	-5	-2	1	-5	-5	0	-1	0	-1	1
Cc1cccc(NC(=O)c2sc3nc4c(c(-c5cccs5)c3c2N)CN(C)CC4)c1	4	-16	3	32	-9	12	-5	7	14	3
Cc1ccc(C)c(S(=O)(=O)NCC(=O)OCC(=O)Nc2sccc2C(N)=O)c1	5	1	2	-1	-1	1	1	2	5	-6
O=C(CCN1C(=O)C2C3CCC(C3)C2C1=O)OCC(=O)c1cccc([N+](=O)[O-])c1 (stereo unspecified)	12	0	8	3	-1	5	-3	-8	1	1
CCOc1ccc(-c2noc(-c3cccnc3)n2)cc1OC	-2	3	1	-6	0	-5	0	-5	3	-7
NNc1cccc(C=Cc2ccccc2)cc1=O	1	2	-3	61*	6	16	-6	40*	18	0
O=C(NC1CCN(C(=O)NC2CCCCC2)CC1)c1ccco1	6	1	-2	-4	4	-10	4	-2	-1	-6
CCOc1nc(Oc2cccc(C(=O)O)c2)nc(Oc2cccc(C(=O)O)c2)n1	0	4	2	6	-2	-8	2	8	0	2
O=C(N/N=C/c1cn(Cc2ccccc2)c2ccccc12)c1ccncc1	17	-4	9	-4	-1	2	10	2	-2	-2
S=c1[nH]nc(-c2ccc3ccccc3n2)n1Cc1ccccc1	0	4	5	-4	6	-8	0	23	14	5
CCNC(=O)C1CCCN(C(=O)c2ccc(C(F)(F)F)cc2)CC1 (stereo unspecified)	14	-1	1	.	5	1	3	2	-1	2
CCOC(=O)C1=C(C)Nc2ccccc2N/C1=N\S(=O)(=O)c1ccccc1	3	-6	-2	3	2	-4	2	13	0	-5
CCc1ccc(C(=O)C(C)OC(=O)Cn2cnc3c2c(=O)n(C)c(=O)n3C)cc1 (stereo unspecified)	-5	-4	1	4	2	-9	2	0	-3	-6
CCOc1ccc(C(=O)N/N=C/c2cc(Cl)ccc2[N+](=O)[O-])cc1	0	1	3	7	0	-5	-5	-1	-4	7
Cc1cc(C)c(C(=O)NC2CC(C)(C)Cc3c2cnn3-c2cccc(F)c2)[nH]1 (stereo unspecified)	-1	0	-2	-27	4	-11	2	-3	2	2
Cc1ccc(S(=O)(=O)N(CC(=O)N2CCC(C)CC2)c2cccc(C)c2)cc1	-9	6	-11	1	6	-2	-6	-6	5	-6
COc1cccc(CC(=O)Nc2ccc(F)c(S(=O)(=O)N3CCOCC3)c2)c1	2	4	3	-6	13	5	7	5	-1	-6
O=C(O)c1ccc(O)c(N2C(=O)Nc3ccccc3N2O)c1	8	-4	2	-3	-2	1	2	0	3	8
O=C(O)c1ccccc1N(Cc1ccccc1)C(=O)CO/N=C/c1ccccc1	6	1	4	1	-1	2	0	24	3	0
CS(=O)(=O)N1CCC(Oc2ccccc2C(=O)N2CCC[C@H]2CO)CC1	1	-3	0	0	-1	-5	0	-5	4	4
O=C(Nc1ccccc1Cl)c1cc(C2CCCN(C(=O)CCc3ccccc3)C2)on1 (stereo unspecified)	3	7	-3	.	3	-18	-2	1	8	0
CCN1CCN(c2ccc(S(=O)(=O)N3CCOCC3)cc2NC(=O)CCSC)CC1	-4	-3	-1	3	2	-4	3	4	-3	-4
Cc1ccc(S(=O)(=O)CCC(=O)OCc2ccccc2F)cc1	6	0	-2	-5	0	-6	-5	-7	-4	9
O=C(NCc1ccccc1)c1ccc(OC2CSC2)cc1	-1	-2	4	-8	1	-3	-3	-3	6	4
O=C(CSc1nnc(C2COc3ccccc3O2)o1)N1CCN(c2ccccc2)CC1 (stereo unspecified)	0	2	-4	8	5	1	-5	4	-4	-4
Cc1ccc2nc(C3CCCCC3)c(Cc3cccc(Cl)c3)n2c1	0	11	-5	.	10	8	0	2	5	-3
Cc1ccc2nsnc2c1NC(=O)CCc1ccccc1	1	-3	-1	-4	-1	-1	-3	-3	-2	-3
COc1cc(NC(=S)NC(=O)c2ccccc2F)ccc1NC(=O)c1ccco1	-12	0	0	-9	0	2	1	6	0	6
Cc1ccc(C)c(N(CC(=O)NCc2ccco2)C(=O)CCC(=O)Nc2ccccn2)c1	-4	3	-2	-1	0	3	-9	-9	0	0
CCN(CC)C(=O)CSC(Nc1cccc(F)c1)=C(C#N)C#N	-16	-3	3	.	-1	-34	2	57*	4	-18
C=CCNC(=O)CC1C(=O)NCCN1Cc1ccc(-c2ccccc2)cc1 (stereo unspecified)	7	1	4	-5	1	0	-11	-3	1	2
Nc1cnn(Cc2ccccc2F)c1	10	2	-2	5	1	16	3	5	1	0
COc1ccc(/C=N/NC(=O)CN2CCN(Cc3ccccc3)CC2)cc1Br	-2	5	-4	-2	1	4	-12	-8	-2	-3
CC(=O)Nc1nc2ccccc2[nH]1	7	3	4	-5	-2	1	-1	0	-2	-3
CCCCn1c(N)c(N(Cc2ccccc2OC)C(=O)CN2C(=O)NC(C)(c3ccccc3)C2=O)c(=O)[nH]c1=O (stereo unspecified)	5	1	0	-7	-1	6	2	-1	2	5
CCC1=C(OC(=O)N(CC)CC)N2C(=O)OC(=NCC(=O)OC)[C@]2(Cc2ccccc2)[C@H]2C1=CC[C@H]1C(=O)N(c3ccccc3)C(=O)[C@H]12	1	-2	-2	-15	6	-8	-2	3	0	8
Cc1ccc(NC(=O)CCNC(=O)c2ccc(Cl)cc2)cc1F	13	2	0	-5	0	-7	-8	-3	-3	-1
COc1ccc(C(C)=O)cc1COC(=O)c1cnc(Cl)c(Cl)c1	-2	2	6	2	0	-6	0	1	1	8
O=C(CCN1CCN(CCO)CC1)Nc1ccc(C2CCCC2)cc1	-2	-4	6	3	0	5	-1	-6	6	4
O=C(N/N=C/c1cccnc1)c1cc(-c2ccccc2Cl)nc2ccccc12	-10	1	-2	-11	-1	2	-2	4	1	8
Cc1cccc2cc(CN(C(=S)NCC(C)C)C3CCCC3)c(=O)[nH]c12	-7	-3	-2	-28	-3	-2	-5	-8	-3	9
Cc1cc(OCCCN2CCCC2)ccc1Cl	-4	-2	-2	3	0	-12	-4	-1	-7	0
Carrying on.
SMILES	SIAE inh	MBD2 inh	NPR1 activator	HTRA1 inh	UHRF1 MBD2 ctr	ABHD4 inh	NPR2 activator	rCAG binder	PRMT1 FP inh	TCR-CD3 inh
COc1ccccc1Cc1nc(-c2ccncc2)no1	2	-2	1	-2	2	5	3	-4	0	-3
CCOc1ccc(/C=C2\NC(=S)NC2=O)cc1	2	-2	-16	1	0	-4	-12	-1	3	0
COc1ccccc1NC(=O)C(CC(=O)O)Cc1cc(C)cc(C)c1 (stereo unspecified)	3	0	2	-3	0	4	6	3	-3	5
CC(C(=O)N1CCc2ccccc21)N(C)CC(=O)Nc1ccc(F)cc1 (stereo unspecified)	2	0	-2	-3	0	-4	1	0	5	-6
COc1cccc(CN2CC(C(=O)NCCN3CCOC3=O)CCC2=O)c1 (stereo unspecified)	2	4	2	-1	4	-6	0	-1	-1	0
Cc1cccc(C)c1NC(=O)CNC(=O)c1ccc(NS(=O)(=O)c2ccc3[nH]c(=O)[nH]c3c2)cc1	11	6	1	-4	-1	-3	0	4	-3	1
COc1cccc(C2/C(=C(\O)c3ccc4c(c3)OCCO4)C(=O)C(=O)N2Cc2cccnc2)c1 (stereo unspecified)	11	-4	9	8	-4	6	4	2	-2	1
NNC(=O)CCc1c[nH]c2ccccc12	-4	1	1	0	-5	-1	-1	3	0	1
CCOc1ccc(-n2c(SCC(=O)Nc3ccc(CC)cc3)nc3n[nH]c(C)c3c2=N)cc1	-14	-5	-5	0	-1	-18	-11	7	-3	-2
CCc1ccc(N=C2NC(=O)/C(=C/c3cc(OC)c(OC)c(OC)c3)S2)cc1	-14	2	5	-48	-5	-11	-2	23	-2	1
COc1ccccc1N1CC(C(=O)Nc2nnc(SCc3ccccn3)s2)CC1=O (stereo unspecified)	5	1	-1	-1	5	6	-7	2	0	0
Brc1ccc(-c2nnc(-c3cccc(Br)c3)o2)cc1	0	-5	-5	2	0	-1	0	1	-1	5

This is a subset; count on the stated rates, not on these rows.
